Assay outcomes: PubChem, National Center for Advancing Translational Sciences (NCATS)
ATXN viability: cell viability loss in ATXN counter-screen | Potency, µM (top dose mostly 56.7 µM), usual class: cytotoxic | actives 0.49% (n = 400,000) | S2 cells (HEK-293 line with an ATXN2-luciferase reporter) viability, CellTiter-Fluor protease fluorescence, 24 h | AID 651635; note: potency is the fitted concentration of half-maximal effect; nearly all actives have a fitted effect of over 40% in size
TGFb inhibitor: inhibitors of TGF-b signaling; HepG2 CAGA-GFP TGF-b/SMAD3 reporter, GFP fluorescence, 18 h; TGF-beta stimulated, 500 pg/mL final; Potency, µM (series often up to 46.1 µM), for inactives: top-dose activity, negative = inhibition, hits mostly inhibitors; actives 1.2% (n = 410,000); note: potency is the fitted concentration of half-maximal effect; % is set by controls: 0 for no effect and ±100 for the full control effect; nearly all actives have a fitted effect of over 65% in size
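Inhibition of TGF-beta-driven CAGA-GFP reporter expression in HEPG2 cells is measured by cellular GFP fluorescence after 18 h stimulation with 500 pg/mL recombinant TGF-beta in 1% FBS medium at 37 degrees C.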
pAkt inh: Akt phosphorylation inhibition | Neuro2A IGF-stimulated pAkt S473 HTRF, 20 min; hits give low values | activity change, % for hits at 50 µM | actives 0.32% (n = 360,000); in the data active = activity change below about -80%; inconclusive = mostly about -51% to -80%; note: % is set by controls: 0 for no effect and ±100 for the full control effect
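Neuro2A cells (4,500/well, DMEM with 0.5% FBS) were treated with compound at a single 50 µM final concentration, stimulated with 6 nM IGF for 20 min at 37 °C, and lysed. Phospho-Akt Ser473 was read by HTRF as 665/615 ratio ×10^4.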
MmCpn inh: M. maripaludis TRiC chaperonin inhibition; AID 504842; actives 0.031% (n = 330,000); Potency, µM (series often up to 76.9 µM), for the others: at the top dose activity, negative = inhibition, usual class: inhibitors; purified Mm-Cpn ATPase, ADP Transcreener TR-FRET; note: potency is the fitted concentration of half-maximal effect; % is set by controls: 0 for no effect and ±100 for the full control effect; nearly all actives have a fitted effect of over 80% in size
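Compound-treated chaperonin, 25 nM final, turns over 10 uM ATP at 37°C for 30 min following a 10 min preincubation; ADP generated competes with ADP-d2 for Eu-cryptate antibody, lowering FRET.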
Nrf2 activator: activates Nrf2 signaling; AREc32 ARE-luciferase reporter (MCF7-derived line), luminescence, 24 h; Potency, µM (doses to about 46.1 µM), inactives show at the highest dose activation, most hits filed as activators; actives 0.31% (n = 410,000); AID 624171; note: potency is the fitted concentration of half-maximal effect; % of control where 0% means no effect; nearly all actives have a fitted effect of over 65% in size
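Reporter line AREc32 (ARE-Fluc), seeded overnight in OPTI-MEM with 5% FBS; compound pin-transferred, 24 hr at 37 deg C, 5% CO2; luminescent read-out.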
CCT chaperon mod: cytosolic chaperonin activity modulation; purified chaperonin ATPase assay, HTRF ADP detection, 30 min; activity change, % (no concentration beside the values), hits read low; actives 0.3% (n = 360,000); in the data active = activity change below about -30%; note: % is set by controls: 0 for no effect and ±100 for the full control effect
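Enzyme 40 or 20 nM (batch-dependent) in Tris pH 7.4/KCl/MgCl2/DTT; cpd 76 uM single point; ATP 10 uM; 30 min 37 °C; Transcreener ADP HTRF detection, 30 min RT; ratio 665/615.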
HepG2 viability: HepG2 cytotoxicity, counter-screen for TGF-b inhibitors | HepG2 CAGA-GFP viability, ATP luminescence, 18 h | Potency, µM (highest dose often 46.1 µM), without a hit: top-dose activity change, negative = cytotoxicity, usual class: cytotoxic | actives 0.76% (n = 410,000); note: potency is the fitted concentration of half-maximal effect; some results filed as inactive show a strong effect at the top dose
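HepG2 CAGA-GFP cells (1000/well, DMEM with 1% FBS) received compound, then TGF-beta at 500 pg/mL final, and were incubated 18 hours at 37 degrees C. Viability was read by CellTiter-Glo luminescence. Media-only wells were set as complete cell-killing and DMSO as no toxicity.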
A549 tox: counter-screen for Nrf2 inhibitors: cytotoxicity in A549 cells; A549 ARE-Fluc cells, CellTiter-Fluor viability, 18-24 h; Potency, µM (top dose mostly 46 µM), without a hit: at the top dose activity change, negative = cytotoxicity, actives largely listed as inhibitors; actives 0.16% (n = 390,000); AID 504648; note: potency is the fitted concentration of half-maximal effect; % is set by controls: 0 for no effect and ±100 for the full control effect
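A549 ARE-Fluc cells in 5% FBS OPTI-MEM, 5000 cells/well, rested 2 h then exposed to compounds in concentration-response for 18-24 h at 37 °C. Viability by CellTiter-Fluor fluorescence (Ex 405/Em 525) after 30 min; luciferase luminescence (BugLite, 15 min, RT) read afterwards.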
Nrf2 block: inhibitors of Nrf2 signaling; AID 504444; A549 ARE-Fluc reporter, luciferase luminescence, 18-24 h; actives 2.1% (n = 360,000); Potency, µM (titrated, usually from 46 µM), for the others: at the highest dose activity change, negative = inhibition, actives largely listed as inhibitors; note: potency is the fitted concentration of half-maximal effect; % is set by controls: 0 for no effect and ±100 for the full control effect; nearly all actives have a fitted effect of over 60% in size
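Nrf2 function is reported as luminescence of an ARE-controlled luciferase in A549 cells. Compounds were tested at several concentrations, and a CellTiter-Fluor read on the same wells flagged cytotoxicity.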
An asterisk follows results filed as active; & = joins results of further samples. Unless noted, calls come from the whole dose curve; as a rule, active = well fitted curve in the direction sought with a large enough effect; inconclusive = small, poorly fitted or top-dose-only effect, or another doubt; inactive = no such curve, though single readings can be large; an effect the other way counts as inactive or inconclusive.

Results for CCCCN(CC)C(=O)c1cc2cc3ccc(OC)cc3nc2o1 ?
ATXN viability: inactive; TGFb inhibitor: 1%; pAkt inh: inactive; MmCpn inh: -1%; Nrf2 activator: 1.6%; CCT chaperon mod: -12; HepG2 viability: -3%; A549 tox: -29%; Nrf2 block: inconclusive

How did CCCC(=O)Nc1ccc(S(=O)(=O)Nc2cc(OC)nc(OC)n2)cc1 do in these assays?
ATXN viability: inactive; TGFb inhibitor: 11%; pAkt inh: inactive; MmCpn inh: 0%; Nrf2 activator: -0.2%; CCT chaperon mod: -4.5; HepG2 viability: 7%; A549 tox: 6%; Nrf2 block: 10%

How did Cc1c(C(c2cccc(O)c2)c2c(C)n(C)n(-c3ccccc3)c2=O)c(=O)n(-c2ccccc2)n1C do in these assays?
ATXN viability: inactive; TGFb inhibitor: inconclusive; pAkt inh: inactive; MmCpn inh: 0%; Nrf2 activator: 0.3%; CCT chaperon mod: -0.2; HepG2 viability: 2%; A549 tox: -3%; Nrf2 block: 2%

How did N#Cc1c(SCC(=O)Nc2ccccc2C(F)(F)F)sc2c(O)cc(=O)[nH]c12 do in these assays?
ATXN viability: inactive; TGFb inhibitor: -8%; pAkt inh: inactive; MmCpn inh: -15%; Nrf2 activator: 0.2%; CCT chaperon mod: 2.0; HepG2 viability: -10%; A549 tox: -16%; Nrf2 block: -7%

How did CC(Cl)OC(=O)Nc1cccc2cccnc12 (stereo not drawn) do in these assays?
TGFb inhibitor: inconclusive; HepG2 viability: -61%; A549 tox: -3%; Nrf2 block: 0%

What do the screens show for `O=C(O)C1CCN(c2ccc(S(=O)(=O)N3CCC(C(=O)O)CC3)cc2[N+](=O)[O-])CC1`?
ATXN viability: inconclusive; TGFb inhibitor: 5%; pAkt inh: inactive; MmCpn inh: -3%; Nrf2 activator: 0.3%; CCT chaperon mod: -1.0; HepG2 viability: 0%; A549 tox: -4%; Nrf2 block: -15%

What do the screens show for `COC(=O)[C@H](CCSC)NC(=O)c1cccnc1SC`?
ATXN viability: inactive; TGFb inhibitor: -29%; pAkt inh: inactive; MmCpn inh: -27%; Nrf2 activator: -0.3%; CCT chaperon mod: -0.9; HepG2 viability: -58%; A549 tox: 0%; Nrf2 block: 6%

Results for CCCSc1ncc(Cl)c(C(=O)N(Cc2ccc(Cl)cc2)Cc2ccco2)n1 ?
Nrf2 activator: 4.7%; HepG2 viability: -20%; A549 tox: -5%; Nrf2 block: 21µM*

How did O=C(CSc1nnc(C2CC2)n1-c1ccccc1)NCCc1ccc(F)cc1 do in these assays?
ATXN viability: inactive; TGFb inhibitor: 22%; pAkt inh: inactive; MmCpn inh: 1%; Nrf2 activator: 0.4%; CCT chaperon mod: -1.7; HepG2 viability: -26%; A549 tox: 5%

What do the screens show for `COc1ccc(C(=O)Nc2ccc(S(=O)(=O)NC(C)C)cc2)cc1`?
ATXN viability: inactive; TGFb inhibitor: 23%; pAkt inh: inactive; MmCpn inh: 1%; Nrf2 activator: -0.1%; CCT chaperon mod: -1.4; HepG2 viability: 7%; A549 tox: -11%; Nrf2 block: -61%

How did Cn1cc(CCNC(=O)CCc2nnc(CCCCc3ccccc3)o2)cn1 do in these assays?
ATXN viability: inactive; TGFb inhibitor: -24%; pAkt inh: inactive; MmCpn inh: -1%; Nrf2 activator: 0.2%; CCT chaperon mod: -1.4; HepG2 viability: 3%; A549 tox: 4%; Nrf2 block: 8%

What do the screens show for `COc1cc(CN2CCc3ccccc3C2)cc([N+](=O)[O-])c1O`?
ATXN viability: inactive; TGFb inhibitor: 4%; pAkt inh: inactive; MmCpn inh: 3%; Nrf2 activator: 0.1%; CCT chaperon mod: 0.2; HepG2 viability: -3%; A549 tox: -10%; Nrf2 block: 2%

How did O=C(Cn1nnc(-c2ccc(CN3CCOCC3)cc2)n1)N1CCCc2ccccc21 do in these assays?
ATXN viability: inactive; TGFb inhibitor: 3%; pAkt inh: inactive; MmCpn inh: -1%; Nrf2 activator: -0.8%; CCT chaperon mod: -2.4; HepG2 viability: -16%; A549 tox: 14%; Nrf2 block: 8%

What do the screens show for `CCOC(=O)C1(CCc2ccccc2)CCN(C(=O)c2occc2C)CC1`?
ATXN viability: inactive; TGFb inhibitor: -8%; pAkt inh: inactive; MmCpn inh: 0%; Nrf2 activator: 1.6%; CCT chaperon mod: -0.3; HepG2 viability: -36%; A549 tox: -2%; Nrf2 block: 3%

How did O=C(C1CCCN(S(=O)(=O)c2cccc3nsnc23)C1)N1CCc2ccccc21 (stereo not drawn) do in these assays?
ATXN viability: inconclusive; TGFb inhibitor: inconclusive; pAkt inh: inactive; MmCpn inh: 0%; Nrf2 activator: -0.3%; CCT chaperon mod: -2.6; HepG2 viability: -33%; A549 tox: 2%; Nrf2 block: inconclusive

How did Cc1c(N2C(=O)c3ccc(F)cc3C2=O)c(=O)n(-c2ccccc2)n1C do in these assays?
ATXN viability: inactive; TGFb inhibitor: 1%; pAkt inh: inactive; MmCpn inh: 1%; Nrf2 activator: -0.6%; CCT chaperon mod: 2.7; HepG2 viability: 50%; A549 tox: -2%; Nrf2 block: 5%

How did COc1ccc(NC(=O)CSC2=Nc3ccccc3C3=NC(CCC(=O)NCc4ccco4)C(=O)N23)cc1 (stereo not drawn) do in these assays?
TGFb inhibitor: 4%; Nrf2 activator: 3.9%; HepG2 viability: 1%; A549 tox: -12%

What do the screens show for `COc1cc(NC(=O)CCn2c(=S)[nH]c3ccccc3c2=O)cc(OC)c1OC`?
ATXN viability: inactive; TGFb inhibitor: -13%; pAkt inh: inactive; Nrf2 activator: -1.6%; CCT chaperon mod: -1.3; HepG2 viability: -12%

What do the screens show for `COc1ccc(C(=O)Nc2c(Cl)cc(Cl)cc2C(=O)NCCN2CCOCC2)cc1`?
ATXN viability: inactive; TGFb inhibitor: -13%; pAkt inh: inactive; MmCpn inh: 1%; Nrf2 activator: -0.3%; CCT chaperon mod: 0.3; HepG2 viability: -1%; A549 tox: -7%; Nrf2 block: 1%

What do the screens show for `Cn1ccsc1=NC(=O)c1cc(S(=O)(=O)N2CCOCC2)ccc1Cl`?
ATXN viability: inactive; TGFb inhibitor: -7%; pAkt inh: inactive; MmCpn inh: 1%; Nrf2 activator: -0.1%; CCT chaperon mod: 2.1; HepG2 viability: 0%; A549 tox: 11%; Nrf2 block: 3%

How did CCOCC(=O)N1CCN(c2cccc(Cl)c2)CC1 do in these assays?
ATXN viability: inconclusive; TGFb inhibitor: -7%; pAkt inh: inactive; MmCpn inh: 0%; Nrf2 activator: -0.7%; CCT chaperon mod: -1.0; HepG2 viability: -16%; A549 tox: -1%; Nrf2 block: 2%

Results for O=C(N/N=C/c1ccc(C(F)(F)F)cc1)c1ccncc1 ?
ATXN viability: inactive; TGFb inhibitor: 16%; pAkt inh: inactive; MmCpn inh: 0%; Nrf2 activator: -0.5%; CCT chaperon mod: -4.7; HepG2 viability: -3%; A549 tox: 4%; Nrf2 block: 27%

What do the screens show for `Cc1cc(NC(=O)C2CC(=O)N(c3ccccc3Cl)C2)no1` (stereo not drawn)?
ATXN viability: inactive; TGFb inhibitor: -2%; pAkt inh: inactive; MmCpn inh: -3%; Nrf2 activator: -0.5%; CCT chaperon mod: -1.4; HepG2 viability: -4%; A549 tox: -7%; Nrf2 block: -9%

Results for C[C@H]1CN(S(=O)(=O)c2c(F)cccc2F)CCN1S(=O)(=O)c1ccc2c(c1)OCCO2 ?
ATXN viability: inactive; TGFb inhibitor: -21%; MmCpn inh: 3%; Nrf2 activator: 3.6%; HepG2 viability: -13%; A549 tox: 0%&-1%; Nrf2 block: -5%&-24%

Results for O=C(CSc1nc(-c2ccccc2)cs1)NCCCN1CCCC1=O ?
ATXN viability: inactive; TGFb inhibitor: -17%; pAkt inh: inactive; MmCpn inh: 2%; Nrf2 activator: 3.5%; CCT chaperon mod: 1.0; HepG2 viability: -8%; A549 tox: -7%; Nrf2 block: -7%

Results for COC(=O)c1c(NC(=O)c2ccccc2)sc2c1CC(C)(C)OC2 ?
ATXN viability: inactive; TGFb inhibitor: 3%; pAkt inh: inactive; MmCpn inh: -13%; Nrf2 activator: -0.7%; CCT chaperon mod: -1.6; HepG2 viability: -38%; A549 tox: 13%; Nrf2 block: inconclusive

How did O=C(Nc1nnc(-c2ccc(Cl)cc2)o1)C1CCCCC1 do in these assays?
ATXN viability: inactive; TGFb inhibitor: 15%; pAkt inh: inactive; MmCpn inh: 1%; Nrf2 activator: 0.1%; CCT chaperon mod: -4.6; HepG2 viability: 18%; A549 tox: -1%; Nrf2 block: 11%

What do the screens show for `Cc1ccc(Nc2c3c(nc4ccccc24)CCC3)cc1`?
ATXN viability: inconclusive; TGFb inhibitor: inconclusive; pAkt inh: inactive; MmCpn inh: 0%; Nrf2 activator: 4.0%; CCT chaperon mod: 0.6; HepG2 viability: -47%; A549 tox: -11%; Nrf2 block: inconclusive

How did Cc1ccc(NC(=O)N2CCc3c([nH]c4ccccc34)C2c2ccccc2F)c(Cl)c1 (stereo not drawn) do in these assays?
ATXN viability: inactive; TGFb inhibitor: -13%; Nrf2 activator: 4.6%; HepG2 viability: -18%; A549 tox: 2%; Nrf2 block: inconclusive

Results for CCCSc1nn2c(=O)c3ccccc3nc2s1 ?
ATXN viability: inactive; TGFb inhibitor: 0%; MmCpn inh: 1%; Nrf2 activator: inconclusive; CCT chaperon mod: -1.9; HepG2 viability: -8%; A549 tox: -4%; Nrf2 block: inconclusive
